CHO-K1 Ca antag – counter-screen for M1 antagonists: effect in parental CHO-K1 cells. ATP-induced calcium, Fluo-8 fluorescence. inhibition, % at 3 µM. actives 0.6% (n = 360,000);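 active = inhibition above a per-plate cutoff, the plate's mean sample inhibition plus 3 SD, cut at about 24% in these data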;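 also: 0% = DMSO plus EC80 ATP and 100% = DMSO alone without ATP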
CHO-K1 Ca PAM – nonselective activator or artifact in parental CHO-K1 calcium assay | ATP EC20, Fluo-8 calcium fluorescence; 0% at ATP EC20, 100% at ATP max | activation, % at 3 µM | actives 0.02% (n = 360,000);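 active = activation above the run cutoff, the mean activation of all test compounds plus 3 SD, cut at about 40% in these data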;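 also: peak over basal fluorescence ratio in a 140 s read after ATP addition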
TAAR1 antag – human TAAR1 antagonism; inhibition, % at 3 µM; CHO RD-HGA16 TAAR1, Fluo-8 calcium fluorescence, antagonist; actives 1.5% (n = 360,000); Q96RJ0;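 active = inhibition above a per-plate cutoff, the mean inhibition of test compounds on that plate plus 3 SD, cut at about 49% in these data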;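 also: 0% = DMSO plus EC80 beta-PEA response and 100% = DMSO alone without agonist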
Target sequence (Q96RJ0 whole entry, looked up): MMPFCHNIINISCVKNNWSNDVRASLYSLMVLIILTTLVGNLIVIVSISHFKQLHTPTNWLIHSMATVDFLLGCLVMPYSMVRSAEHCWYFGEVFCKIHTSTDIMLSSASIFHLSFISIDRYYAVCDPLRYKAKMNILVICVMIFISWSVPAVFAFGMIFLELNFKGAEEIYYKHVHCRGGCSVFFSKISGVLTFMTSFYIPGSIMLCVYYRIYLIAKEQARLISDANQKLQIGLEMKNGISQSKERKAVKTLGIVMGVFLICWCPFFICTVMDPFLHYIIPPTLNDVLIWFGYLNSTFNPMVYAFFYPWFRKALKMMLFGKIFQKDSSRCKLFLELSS
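Test system: CHO RD-HGA16 cells bearing hTAAR1 | Reagent: β-PEA, EC80 | Compound dosing: 3 µM, single point | Schedule: Dye loading 75 min at 37 °C, then 30 min room temperature | Signal: Calcium fluorescence with Fluo-8 | Evaluation: Percent inhibition of PEA-evoked calcium signal, max/basal emission ratio | Control set: DMSO-only wells and EC80 β-PEA-stimulated wells | Repeats: Singlicate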
M1 ag parental – M1 agonist counterscreen hit in parental CHO-K1 cells; Fluo-8 calcium fluorescence; scaled to maximal ATP response, vehicle zero; activation, % at 3 µM; actives 0.48% (n = 360,000); AID 602248; in the data active = activation above about 15%;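 also: untransfected CHO-K1 host cells lacking M1 receptor as counterscreen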
CHRM1 PAM – human CHRM1 positive allosteric modulation. P11229. CHO-K1 hM1, Fluo-8 calcium fluorescence, ACh EC20; 0% = ACh EC20, 100% = maximal ACh. activation, % at 3 µM. actives 0.088% (n = 360,000). AID 588819; in the data active = activation above about 19%, passing the limit was not always enough
Target sequence (P11229 whole entry, looked up): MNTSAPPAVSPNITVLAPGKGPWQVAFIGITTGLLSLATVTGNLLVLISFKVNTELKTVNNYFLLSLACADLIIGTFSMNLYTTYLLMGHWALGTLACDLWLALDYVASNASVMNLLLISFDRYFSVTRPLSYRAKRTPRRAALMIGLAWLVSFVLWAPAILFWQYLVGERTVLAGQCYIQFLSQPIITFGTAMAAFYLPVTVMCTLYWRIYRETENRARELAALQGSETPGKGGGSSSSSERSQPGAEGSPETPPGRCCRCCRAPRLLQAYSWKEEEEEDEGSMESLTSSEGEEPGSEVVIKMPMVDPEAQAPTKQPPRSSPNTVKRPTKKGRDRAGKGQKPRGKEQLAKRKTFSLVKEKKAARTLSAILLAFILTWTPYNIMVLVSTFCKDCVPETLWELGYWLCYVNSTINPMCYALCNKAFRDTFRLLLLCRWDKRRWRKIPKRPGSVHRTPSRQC
M1 antag – human CHRM1 antagonism; actives 1.3% (n = 360,000); CHO-K1 hM1, Fluo-8 calcium fluorescence, ACh EC80 antagonist; inhibition, % at 3 µM; AID 588852;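 active = percent inhibition above its own plate's cutoff, namely the mean of that plate's compound wells plus 3 SD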;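 also: peak over basal fluorescence ratio during 140 s after agonist addition; 0% = ACh EC80 plus DMSO and 100% = DMSO alone without agonist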
M1 ag – agonists of human M1 muscarinic receptor. P11229. CHO-K1 hM1, Fluo-8 calcium fluorescence, agonist mode; 0% DMSO, 100% acetylcholine EC100. activation, % at 3 µM. actives 0.33% (n = 360,000). AID 588814;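 active = activation above the run's mean compound activation plus 3 SD, cut at about 16% in these data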;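 also: peak over basal fluorescence ratio within a 140 s kinetic read after compound addition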
TAAR1 ag – human TAAR1 agonism. Q96RJ0. activation, % at 3 µM. CHO RD-HGA16 TAAR1, Fluo-8 calcium fluorescence; vehicle wells 0%, saturating PEA agonist 100%. AID 624467. actives 0.99% (n = 360,000);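 active = activation above the mean activation of all test compounds in the run plus 3 SD, cut at about 38% in these data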
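test system = CHO RD-HGA16 cells carrying human TAAR1 plus Gα16 | schedule = 17-24 h seeding, 75 min 37 °C dye, 30 min RT | compound dosing = 3 µM single concentration | control set = DMSO and PEA EC100 | replicates = n 1 | signal = Fluo-8 fluorescence, 5 s baseline then 140 s kinetic read | measure = percent activation vs PEA EC100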
CHO parental Ca – signal in parental CHO cells, OX1R antagonist counter-screen. parental CHO-K1, ATP-induced calcium, Fluo-8 fluorescence. inhibition, % at 5.6 µM. actives 0.63% (n = 330,000);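 active = inhibition above that plate's mean sample inhibition plus 3 SD, cut at about 26% in these data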;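 also: 0% = ATP-challenged DMSO wells and 100% = DMSO wells without ATP; some compounds past the cut are filed as inactive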
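Measured by: calcium-sensitive Fluo-8 fluorescence / Test system: CHO parental line / Controls: ATP-challenged DMSO wells low, unchallenged DMSO wells high / Measure: % inhibition / Compound: single nominal dose of 5.6 µM per compound / Replicates: single well per compound, no replicates / Reagent: ATP as calcium-mobilizing challenge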
* hit, by the source's call; / = no result given.

SMILES | CHO-K1 Ca antag | CHO-K1 Ca PAM | TAAR1 antag | M1 ag parental | CHRM1 PAM | M1 antag | M1 ag | TAAR1 ag | CHO parental Ca
Cc1c(NC(=O)C(C)Sc2n[nH]c(N)n2)c(=O)n(-c2ccccc2)n1C (stereo unspecified) | -3 | 7 | -9 | 1.1 | 1 | 1 | -3 | 9 | -6
COc1ccccc1-n1nnnc1SCC(=O)N(C)C1CCS(=O)(=O)C1 (stereo unspecified) | -5 | -10 | -15 | 0.1 | 3 | 1 | -2 | 4 | -10
COCCOC(=O)c1c(C)n(C)c2ccc(OC(=O)c3cccs3)cc12 | 0 | 1 | 4 | 0.4 | 2 | -1 | -3 | 7 | 2
O=C(c1cnn2c(-c3ccccc3)cc(-c3ccccc3)nc12)N1CCN(Cc2ccccc2)CC1 | 3 | 2 | 36 | 2.6 | -9 | 32 | -3 | 2 | -26
COc1ccccc1CCN=C(N)NS(=O)(=O)c1ccc(C)cc1 | 6 | 9 | -8 | 17* | 4 | -4 | -10 | 9 | -10
Cc1ccc(NC(=O)COC(=O)CNC(=O)c2ccc(C)s2)cc1 | 1 | -6 | -19 | -0.1 | 4 | 5 | -5 | 12 | -9
CC(=O)N1c2ccc(S(=O)(=O)N3CCOCC3)cc2CC1C (stereo unspecified) | 1 | 12 | -32 | 0.3 | 6 | 2 | -3 | 2 | 1
COc1ccc(-c2nc3c(C)cc(Br)cn3c2CC2CCCCC2)cc1OC | -4 | 6 | -4 | 0.3 | -4 | -9 | -5 | -2 | /
O=C(OCc1ccccc1)C1=NNC2C(=O)N(c3ccccc3)C(=O)C12 (stereo unspecified) | -9 | 9 | -17 | 1.9 | 3 | -3 | 2 | 8 | -5
CCN(CC)CC#CC(O)(c1ccccc1)c1ccccc1 | -23 | 18 | -2 | 3.7 | -38 | 99* | -16 | 16 | -15
Cc1ccc(S(=O)(=O)c2c(C)nn(-c3ccccc3)c2OC(=O)c2ccc(Br)o2)cc1 | -7 | 17 | -19 | -0.1 | 6 | -7 | -5 | 0 | 2
N#CC(C#N)=C1C(=O)N(CCN2CCOCC2)c2ccccc21 | -5 | 18 | -28 | 0.1 | 9 | -2 | 1 | 10 | -11
CC1=C(C(=O)Nc2ccccn2)C(c2cccnc2)n2nnnc2N1 (stereo unspecified) | -16 | 2 | -12 | -0.1 | -7 | -1 | -2 | 2 | 0
COCCN(Cc1nnc(-c2cccs2)o1)C(=O)CN1C(=O)NC2(CCCCC2)C1=O | 8 | -18 | -12 | -0.2 | 17 | -6 | 3 | 2 | -11
Cc1sc(NC(=O)CSc2nnc(C)c(=O)[nH]2)c(C#N)c1C | -10 | 24 | -7 | -0.6 | 3 | 6 | -6 | 5 | -13
O=C(N/N=C\c1c(F)c(F)c(F)c(F)c1F)c1ccc(-c2ccccc2)cc1 | -1 | 1 | -3 | 0.6 | 9 | -10 | -1 | 2 | -7
Cc1ccn2c(NC(=O)c3ccco3)c(-c3ccccc3)nc2c1 | 2 | 6 | -12 | 0.2 | 8 | -23 | -2 | 6 | -1
CNC(=O)c1c(NC(=O)c2ccc(S(=O)(=O)N3CCCCC3)cc2)sc2c1CCN(C(C)C)C2 | -8 | 12 | -18 | 1.2 | 18 | -13 | -7 | 4 | -7
O=C1CCCN1c1nccs1 | 12 | -13 | -29 | 0.4 | -4 | 8 | -5 | 1 | -10
CC(/C=C/c1ccccc1)=N\NC(=O)c1cc(C)[nH]n1 | 11 | -14 | 2 | 0.2 | 0 | 1 | -3 | 4 | -7
O=C(CSc1nnnn1C1CCCC1)Nc1cccc(NC(=O)c2ccco2)c1 | -3 | -14 | 20 | 2.9 | -4 | -16 | -2 | 15 | -6
CCc1cccc(N(C)C(N)=Nc2cccc3ccccc23)c1 | -18 | 0 | -3 | 0.5 | 1 | -23 | -2 | 1 | 0
CC(=O)N/C(=N\c1nc(C)cc(C)n1)Nc1ccc(Cl)cc1Cl | 3 | 3 | -6 | 0.5 | 7 | -8 | -4 | 8 | -5
NC1=NC(c2ccc(Cl)cc2)n2c(nc3ccccc32)N1 (stereo unspecified) | -3 | 11 | 3 | 0.3 | 0 | 0 | -7 | 8 | -1
Cc1ccc(O)c(-c2cc(C(=O)NCc3ccncc3)[nH]n2)c1 | -4 | -6 | -5 | -0.1 | 4 | -4 | 1 | 10 | -18
CC(=O)c1sc(C(C)(C)C)cc1NC(=O)/C=C/C(=O)O | 9 | -20 | -21 | 0.2 | 2 | 0 | -3 | 6 | -9
CC(C)(C)c1cc(CCC(=O)N2CCC2)cc(C(C)(C)C)c1O | -14 | 5 | -10 | 0.1 | 8 | -11 | -4 | -2 | -28
COc1cccc(CNC(=O)CCC2CCCN(C/C=C/c3ccccc3OC)C2)c1 (stereo unspecified) | -9 | -6 | -4 | 0.3 | -12 | 8 | -8 | 0 | -30
CC(=O)Nc1ccc(S(=O)(=O)NCCC(=O)OCC(=O)c2cc(C)ccc2C)cc1 | -10 | 8 | -10 | 3.6 | -3 | 4 | 0 | 4 | /
CN(C)c1cccc(C(=O)OC(C(=O)Nc2ccc([N+](=O)[O-])cc2Br)c2ccccc2)c1 (stereo unspecified) | -1 | 9 | 2 | 0.7 | 1 | 2 | -5 | 0 | -4
O=C(Nc1ccccc1C(=O)N1CCCC1)c1cccc(S(=O)(=O)N2CCCCCC2)c1 | -8 | 13 | 12 | 1.6 | 7 | -7 | -4 | -1 | -23
COc1ccc(NS(=O)(=O)c2csc(C(=O)N3CCCC3)c2)cc1 | -3 | 10 | -15 | 4.5 | 2 | -7 | -1 | -1 | -12
COc1ccc(C)cc1N1CC(C(=O)OCc2nc(N)nc(Nc3ccccc3C)n2)CC1=O (stereo unspecified) | -10 | 0 | -12 | 1.4 | 6 | -13 | -3 | 2 | /
S=C(NCc1ccco1)N1CCOCC1 | -13 | 4 | 16 | -0.3 | 2 | -1 | -3 | 1 | 11
CCOCCCNC(=O)Cn1cnc2sc(C)c(S(=O)(=O)N3CCN(c4ncccn4)CC3)c2c1=O | 6 | 7 | -4 | -0.5 | 7 | -2 | -2 | 8 | -1
COc1ccccc1NC(=O)C1=C(C)Nc2nnnn2C1c1cc(Br)ccc1OC (stereo unspecified) | -6 | 1 | 0 | 2.5 | 5 | -3 | 6 | 48* | 4
COc1ccc(-c2nn(-c3ccccc3)cc2C(=O)Nc2ccc(C(=O)O)cc2)cc1 | 4 | -6 | 31 | 1.8 | -3 | 13 | -2 | 2 | -22
Cc1ccc(SCC(=O)OCC(=O)NCc2cccs2)cc1C | -5 | 14 | -2 | 1.1 | 5 | -13 | -2 | 3 | 2
CN1CCN(C2OC(=O)c3ccccc32)CC1 (stereo unspecified) | -5 | 28 | 3 | 0.9 | 5 | 1 | -4 | 8 | -6
O=C1CCC(=O)N1CCOP1(=O)COc2ccccc2OC1 | 21 | -7 | 6 | -0.5 | 1 | 20 | -1 | 2 | 11

In another format: results already given
SMILES: Cc1ccc(SCC(=O)OCC(=O)NCc2cccs2)cc1C
  CHO-K1 Ca antag = -5	CHO-K1 Ca PAM = 14	TAAR1 antag = -2	M1 ag parental = 1.1	CHRM1 PAM = 5	M1 antag = -13	M1 ag = -2	TAAR1 ag = 3	CHO parental Ca = 2
SMILES: CN1CCN(C2OC(=O)c3ccccc32)CC1 (stereo unspecified)
  CHO-K1 Ca antag = -5	CHO-K1 Ca PAM = 28	TAAR1 antag = 3	M1 ag parental = 0.9	CHRM1 PAM = 5	M1 antag = 1	M1 ag = -4	TAAR1 ag = 8	CHO parental Ca = -6
SMILES: O=C1CCC(=O)N1CCOP1(=O)COc2ccccc2OC1
  CHO-K1 Ca antag = 21	CHO-K1 Ca PAM = -7	TAAR1 antag = 6	M1 ag parental = -0.5	CHRM1 PAM = 1	M1 antag = 20	M1 ag = -1	TAAR1 ag = 2	CHO parental Ca = 11

(continued)
SMILES | CHO-K1 Ca antag | CHO-K1 Ca PAM | TAAR1 antag | M1 ag parental | CHRM1 PAM | M1 antag | M1 ag | TAAR1 ag | CHO parental Ca
O=Cc1ccc(OCCN2CCCC2=O)cc1 | -12 | 1 | -14 | -0.5 | -10 | 5 | -8 | 3 | 5
CC(=O)Oc1ccc2c(c1)CCC1C2CCC2(C)C(OC(C)=O)CCC12 (stereo unspecified) | 7 | 6 | 12 | -0.1 | -10 | 9 | -4 | 7 | /
CN(C(=O)c1ccc2c(c1)SC1=NS(=O)(=O)CCN12)C(c1ccccc1)c1ccccc1 | 3 | 5 | 69* | 4.2 | -21 | 41* | -8 | 21 | -13
Cc1ccc2cccc(OC(=O)c3c(F)cccc3Cl)c2n1 | 3 | 6 | -27 | -0.1 | 1 | -6 | -6 | -3 | /
Cc1nc2nc(-c3ccco3)nn2c(C)c1Cl | 2 | -5 | -14 | -0.1 | 3 | 1 | 1 | 2 | 0
COc1cc(OC)cc(C(=O)Nc2nc3ccc(S(C)(=O)=O)cc3s2)c1 | -17 | 18 | 36 | 1.9 | 9 | -7 | -4 | 9 | 4
CC(=O)C1C(c2ccc(Cl)cc2)NC(=O)NC1(O)C(F)(F)F (stereo unspecified) | 4 | 7 | -16 | 1.1 | 14 | -13 | 3 | 1 | -7
COc1cc(CN2CCCC(CCC(=O)NCc3ccc(C)o3)C2)cc2c1OCO2 (stereo unspecified) | -2 | -4 | -3 | -0.3 | -9 | 3 | -12 | -2 | -22
Cc1noc(C)c1CSCC(=O)Nc1cc(C(F)(F)F)ccc1N1CCCCC1 | 11 | -5 | 37 | -0.2 | 1 | -4 | -1 | 2 | -1
Cc1cc(C)n(-c2nc(NCCO)c3c4c(sc3n2)CCCC4)n1 | -25 | 21 | 0 | 0.6 | 2 | -2 | -2 | 6 | -13
CN(C)C(=O)c1ccc(-c2cc(C(F)(F)F)nn2C)s1 | 0 | 9 | -6 | -0.2 | 7 | -15 | -6 | 0 | -15
O=C(COC(=O)c1cc(S(=O)(=O)N2CCOCC2)ccc1O)NCCc1ccccc1 | 1 | 6 | 9 | 0.5 | 7 | -10 | -2 | 11 | -5
CN(C)c1ccc(/C=C/C(=O)c2ccccc2O)cc1 | -5 | 19 | 30 | 5.3 | 3 | 6 | 1 | 22 | 38*
Cc1cc(NC(=O)c2ccccc2)n(C)n1 | -1 | 3 | -6 | 0.0 | 0 | 3 | -2 | 12 | 5
COCC(C)NS(=O)(=O)c1ccc(NC(=O)c2ccccn2)cc1 (stereo unspecified) | -11 | 5 | -4 | 1.5 | 2 | -29 | 3 | 1 | 2
Cc1cc(Cl)c(S(=O)(=O)NCc2ccncc2)cc1OCC(N)=O | 0 | 14 | -2 | 0.4 | 8 | -14 | -3 | 11 | -6
C=CCSc1nc2ccsc2c(=O)n1-c1ccccc1 | -11 | 20 | 37 | 0.4 | 9 | -17 | -14 | -2 | -34
CC(C)CC(=O)Nc1ccc(Nc2ccccc2)cc1 | -5 | 9 | 8 | 0.1 | 2 | -2 | -4 | 0 | 3

Screening data from PubChem BioAssay.
